# PhoP GFP inhibition: PhoP regulon inhibitors, Salmonella typhi PhoP promoter GFP reporter, confirmatory (AID 1850); actives 0.33% (n = 310,000); Salmonella Typhi PhoP-promoter GFP reporter, fluorescence, 4 h; higher % means a stronger effect; one-dose inhibition, % at 50 µM; IC50 in µM for titrated hits; in the data active means a potency from the dose series; inconclusive means inhibition mostly from about 25% at the one dose, without a potency; inactive means the rest, 99 in 100 with inhibition below about 19%;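 further: 0% = induced wells with vehicle and 100% = uninduced wells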
# inhibitors of VEEV: inhibitors of VEEV TC-83 cytopathic effect, confirmation, Vero cells (AID 588727); inhibition, % at 20 µM; hits with a dose series show IC50 in µM; Vero cells, VEEV TC-83 cytopathic effect inhibition; higher % means a stronger effect; actives 0.13% (n = 350,000); in the data active means a potency from the dose series; inconclusive means inhibition mostly from about 14% at the one dose, without a potency; inactive means the rest, 99 in 100 with inhibition below about 12%; further: strong numbers were not always called active
# M. tuberculosis HTS: M. tuberculosis growth inhibition, HTS (AID 449762). M. tuberculosis H37Rv growth inhibition, 7H9 media; higher % means a stronger effect. inhibition, % at 25 µM; hits with a dose series show IC50 in µM. actives 0.59% (n = 330,000); in the data active means a potency from the dose series; inconclusive means inhibition above about 70% without an active follow-up result;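 further: bacterial growth assessed after seven days of incubation; strong numbers were not always called active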
# H1N1 NS1A inhibition: H1N1 influenza NS1A inhibitors, functional cell based assay (AID 504329). NS1A functional cell-based assay, percent inhibition; higher % means a stronger effect. one-dose inhibition, % at 12.5 µM; IC50 in µM for titrated hits. actives 0.3% (n = 340,000); in the data active means a potency from the dose series; inconclusive means inhibition above about 27% without an active follow-up result; further: strong numbers were not always called active
# M. tuberculosis: growth inhibition of non-replicating M. tuberculosis (AID 488890) | inhibition, % at 25 µM, or IC50 in µM where a hit was titrated | actives 0.39% (n = 320,000) | Mycobacterium tuberculosis non-replicating, growth inhibition; higher % means a stronger effect; in the data active means a potency from the dose series; inconclusive means inhibition mostly from about 82% at the one dose, without a potency; inactive means the rest, 99 in 100 with inhibition below about 76%;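 further: plate controls were DMSO cells for no effect and high antibiotic wells for full effect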
# inhibitors of VEEV 10K pilot screen: recorded beside inhibitors of VEEV, whose call it bears; inhibition, %; measured here: 10K pilot screen inhibition
# Starred values were filed as active, the others as inactive; i = inactive; ? = inconclusive; / = not tested or not shown. An unsorted share of the library; about 1.4% have a hit in one of these screens.
SMILES,PhoP GFP inhibition,inhibitors of VEEV,M. tuberculosis HTS,H1N1 NS1A inhibition,M. tuberculosis,others
CCOc1cc(/C=C/c2cc(C(F)(F)F)[nH]c(=O)n2)ccc1O,5%,9.4%,63%,8%,42%,
CCOC(=O)C1CCCN(CCC(=O)Nc2ccccc2)C1 (configuration not stated),8%,1.4%,-8%,2%,-4%,
O=C(c1scc2c1CCCC2)N1CCCCC1,1%,1.1%,1%,0%,9%,
CCCCn1c(=N)n(CC(=O)c2ccc(OC)cc2)c2ccccc21,10%,/,3%,/,58%,
CCN1CCCC(OC(=O)c2cc(-c3ccc(C)cc3)nc3ccccc23)C1 (configuration not stated),4%,1.4%,6%,4%,33%,
CCN1CCN(C(=O)Nc2ccc(OC)cc2OC)CC1,-8%,i,1%,-11%,1%,
Cc1cc(/C=C2\C(=N)N3N=CSC3=NC2=O)c(C)n1Cc1ccccc1,6%,1.0%,-8%,2%,20%,
Cc1cc(C)c(C)c(OCC(=O)O/N=C(\N)c2cccnc2)c1,-1%,1.8%,-2%,-1%,4%,
O=C(NNc1nc2c(F)cc(F)cc2s1)C1COc2ccccc2O1 (configuration not stated),0%,0.1%,6%,-9%,26%,
CC(C)NC(=O)CCc1nnc(Cc2cccc(C(F)(F)F)c2)o1,8%,0.7%,-4%,-1%,10%,
CN1C2CCC1CC(NS(=O)(=O)c1ccc(C#N)cc1)C2 (configuration not stated),-1%,i,5%,-13%,-7%,
CCSc1nnc(NC(=O)c2ccc3ccccc3n2)s1,-23%,1.8%,?,-26%,?,
NC(=O)c1cc(S(=O)(=O)NCCc2ccc(S(N)(=O)=O)cc2)cs1,-2%,0.8%,-2%,4%,-10%,
Cc1ccc(Cl)cc1Nc1nc(N2CCOCC2)nc(N2CCOCC2)n1,10%,i,22%,-5%,14%,
Cc1ccc(/C=C/C(=O)NCc2ccc3c(c2)OCO3)o1,-5%,i,-7%,-1%,35%,
Cc1ccc(S(=O)(=O)Nc2ccc3ncccc3c2[N+](=O)[O-])cc1,/,1.2%,/,-28%,/,
C=CCn1c(=O)n2ncnc2c2c3c(sc21)CCCC3,6%,0.2%,-3%,-1%,19%,
Cc1nn(C(C)(C)C)c(OC(=O)c2ccco2)c1Sc1ccccc1,-4%,i,-10%,-25%,14%,
COc1cc(NC(=O)c2cccs2)ccc1NC(=O)c1ccco1,-9%,2.1%,11%,4%,32%,
COC(=O)c1cccc(NC(=O)CN2C(=O)c3ccccc3C2=O)c1,-1%,i,-3%,-17%,-3%,

# Fetched by structure from above:
SMILES,PhoP GFP inhibition,inhibitors of VEEV,M. tuberculosis HTS,H1N1 NS1A inhibition,M. tuberculosis,others
Cc1nn(C(C)(C)C)c(OC(=O)c2ccco2)c1Sc1ccccc1,-4%,i,-10%,-25%,14%,
Cc1ccc(S(=O)(=O)Nc2ccc3ncccc3c2[N+](=O)[O-])cc1,/,1.2%,/,-28%,/,
CN1C2CCC1CC(NS(=O)(=O)c1ccc(C#N)cc1)C2 (configuration not stated),-1%,i,5%,-13%,-7%,
CCN1CCN(C(=O)Nc2ccc(OC)cc2OC)CC1,-8%,i,1%,-11%,1%,

# Taken from the entries so far (three entries):
SMILES,PhoP GFP inhibition,inhibitors of VEEV,M. tuberculosis HTS,H1N1 NS1A inhibition,M. tuberculosis,others
Cc1nn(C(C)(C)C)c(OC(=O)c2ccco2)c1Sc1ccccc1,-4%,i,-10%,-25%,14%,
COc1cc(NC(=O)c2cccs2)ccc1NC(=O)c1ccco1,-9%,2.1%,11%,4%,32%,
COC(=O)c1cccc(NC(=O)CN2C(=O)c3ccccc3C2=O)c1,-1%,i,-3%,-17%,-3%,

# The list goes on:
SMILES,PhoP GFP inhibition,inhibitors of VEEV,M. tuberculosis HTS,H1N1 NS1A inhibition,M. tuberculosis,others
O=C(Cn1c(=O)c(=O)n(Cc2ccccc2)c2ccc(Cl)cc21)NCC1CCCO1 (configuration not stated),0%,0.3%,-2%,-13%,4%,
CCCN1C(=O)C(NC(=O)c2ccncc2)(C(F)(F)F)C2=C1CC(C)(C)CC2=O (configuration not stated),3%,0.3%,-13%,4%,-6%,
Cc1ccc2nc(NC(=O)c3cccc(-c4cc5ccccc5oc4=O)c3)sc2c1,-13%,/,-4%,/,-9%,
O=C(OCC(=O)N1CCN(C(=O)c2ccco2)CC1)c1ccccc1O,10%,4.7%,-14%,7%,-2%,inhibitors of VEEV 10K pilot screen=0.6
Nn1c(Cc2cccc3ccccc23)nnc1SCCOc1ccc(Br)cc1,-5%,0.6%,33%,-7%,8%,
O=C(Nc1ccc(F)cc1)c1cccnc1NCCc1ccccc1,1%,1.1%,13%,-12%,23%,
O=C(Nc1ccccc1-c1ccccc1)c1ccc(Br)o1,-7%,3.7%,5%,10%,20%,
N#Cc1c(=O)c2nc(NCCCO)ncc2n2c(=O)c3ccccc3[nH]c12,0%,1.4%,-3%,-1%,1%,
CSc1nncn1/N=C/c1ccccc1F,-10%,i,-15%,-1%,3%,
Cn1c(=O)oc2cc(S(=O)(=O)N3CCCC(C(=O)Nc4nccs4)C3)ccc21 (configuration not stated),-5%,0.4%,-11%,0%,/,
COc1cc(OC)c(C(=O)NCc2cccnc2)cc1OC,16%,0.2%,12%,-7%,8%,
Cc1cc(C)cc(NC(=S)/N=C(\N)Nc2nc(C)c3ccccc3n2)c1,-6%,2.4%,2%,-4%,3%,
CC(=O)N(C)c1ccc(NC(=S)NCC(C)C)cc1,3%,0.0%,1%,-6%,15%,
CCOC(=O)N1CCC2(CC1)CC(=O)c1cc(O)ccc1O2,6%,0.1%,-2%,-13%,6%,
CN1C(=O)Nc2cccc3cccc1c23,-2%,1.9%,8%,-6%,24%,
CC(OC(=O)c1cc(O)c2ccccc2c1O)C(=O)Nc1ccc(C(N)=O)cc1 (configuration not stated),5%,4.3%,8%,1%,-7%,
COc1ccc(C(C(=O)NC(C)(C)C)N(CC2CCCO2)C(=O)CCC(=O)Nc2cc(C)on2)cc1 (configuration not stated),-12%,0.5%,13%,-3%,1%,
CC/C(=N\NC(=O)c1ccccc1)c1c(O)n(Cc2ccccc2)c(=O)[nH]c1=O,4%,2.1%,-6%,/,28%,
COc1ccccc1NS(=O)(=O)c1cc(NC(=S)NCCN2CCOCC2)ccc1N1CCOCC1,-3%,2.4%,-1%,3%,31%,
CC(C)Cc1ccc(S(=O)(=O)N2CCCC2)cc1,-1%,0.5%,-1%,18%,16%,
COc1ccc(S(=O)(=O)N2CC3CCCN3c3cc(C(F)(F)F)ccc32)cc1 (configuration not stated),4%,1.7%,-1%,17%,7%,
NNC(=O)c1cc2c(s1)CCCCCC2,0%,2.6%,-8%,5%,3%,
COc1ccc(C(=O)CSc2nc3ncccc3[nH]2)cc1OC,-1%,6.3%,13%,/,-15%,
CCSC1=C(C#N)C2(CCCCC2)C2=C(CC(C)(C)CC2=O)N1,2%,3.8%,-6%,4%,4%,
CCN(C[C@H]1N[C@@](Cc2ccccc2)(C(=O)OC)[C@H]2C(=O)N(C)C(=O)[C@@H]12)S(=O)(=O)c1ccc(-c2ccccc2)cc1,/,6.3%,-4%,-5%,47%,
Clc1cccc(Oc2ncccn2)c1,-1%,0.6%,-1%,2%,14%,
O=C(Nc1ccccc1Cl)c1ccc([N+](=O)[O-])o1,-1%,>25µM*,?,-12%,?,
Cc1ccc(N2CC(C(=O)OCc3ccc([N+](=O)[O-])cc3)CC2=O)cc1 (configuration not stated),0%,i,2%,21%,72%,
CC(C(=O)Nc1ccc2c(c1)OCO2)N(C)CC(=O)Nc1ccc(Cl)cc1 (configuration not stated),/,1.4%,/,-10%,/,
O=C(O)C(c1ccccc1)C(c1ccccc1)c1ccccc1 (configuration not stated),-5%,0.4%,3%,8%,11%,
Cc1onc(-c2c(F)cccc2Cl)c1C(=O)NCc1cccs1,-1%,1.5%,-6%,-1%,10%,
Cc1cc2occ(CC(=O)N(C)CC(=O)Nc3ccccc3C(F)(F)F)c2cc1C,/,4.3%,4%,-6%,1%,
O=C1CCCC(O)=C1N=Nc1ccc(Cl)c(Cl)c1,2%,i,25%,2%,-2%,
O=C(CC1C(=O)NCCN1Cc1cccc(F)c1)NCCCCCN1CCOCC1 (configuration not stated),-4%,1.4%,-7%,-11%,2%,
CCOc1cccc(CNCc2cccnc2)c1OCc1ccccc1,7%,i,-4%,1%,-8%,
Cc1ccc(S(=O)(=O)N2CC(=O)Nc3ccccc32)c(C)c1NS(C)(=O)=O,7%,1.7%,-2%,19%,-2%,
CC(C)(C)n1nnnc1C(c1cccs1)N1CCN(Cc2ccc3c(c2)OCO3)CC1 (configuration not stated),-7%,2.6%,-2%,-1%,17%,
O=C(COc1ccccc1C(=O)NCc1ccncc1)Nc1ccc(Br)cc1,-1%,0.6%,3%,-8%,-8%,
[O-]/C(=C(\C(=S)Nc1cccc2ccccc12)[n+]1ccccc1)c1ccc(Cl)s1,0%,8.5%,1%,8%,27%,
CCOC(=O)C1(CCCc2ccccc2)CCN(C(=O)CCOC)CC1,2%,i,-3%,-3%,7%,
Cc1nc2ccc3nc(NC(=O)c4ccc5c(c4)OCCO5)sc3c2s1,-20%,0.5%,10%,1%,1%,
CC1CCCCC1NC(=O)/C(C#N)=C/c1ccc2c(c1)OCCO2 (configuration not stated),4%,/,2%,/,70%,
NC(=O)CC(NC(=O)Cc1cccc2ccccc12)c1ccc(N2CCC(N3CCCC3)CC2)c([N+](=O)[O-])c1 (configuration not stated),-3%,5.1%,1%,5%,-5%,
CN(Cc1ccccc1)C(=O)c1cccc(NC(=O)Cc2cccc(NC(=O)C3CCN(C(=O)C4CCC4)CC3)c2)c1,/,0.9%,/,-19%,/,
Cc1cccc(SCC(=O)Nc2ccc3c(c2)OCCO3)c1,-4%,2.3%,6%,-4%,?,
CCC1(CC)NC(=O)N(CC(=O)OCc2nc3cc(C(=O)OC)ccc3c(=O)[nH]2)C1=O,/,0.7%,-1%,-12%,-22%,
NS(=O)(=O)c1ccc(CCNC(=O)c2cc(=O)[nH]c3ccccc23)cc1,-16%,0.1%,-2%,-1%,-15%,
CCOC(=O)Nc1ccc2c(COC(=O)CNS(=O)(=O)c3cccc(Br)c3)cc(=O)oc2c1,-2%,0.6%,7%,-11%,2%,
CCCN(C(=O)COc1ccc(Cl)cc1Cl)c1c(N)n(Cc2ccccc2)c(=O)[nH]c1=O,6%,i,8%,-4%,13%,
COc1ccc(-c2noc(CCC(=O)N3CCN(c4ccc(Br)cc4)CC3)n2)cc1,/,i,/,5%,/,
# Continuation:
SMILES,PhoP GFP inhibition,inhibitors of VEEV,M. tuberculosis HTS,H1N1 NS1A inhibition,M. tuberculosis,others
NC(=O)CS(=O)(=O)c1nc2ccccc2n1Cc1ccccn1,-4%,1.3%,-10%,-1%,6%,
Cc1oc(-c2ccccc2F)nc1CS(=O)CC(=O)NCc1cccs1 (configuration not stated),2%,0.9%,4%,0%,30%,
O=C1CC(c2ccccc2)CC(O)=C1C=NCc1ccccc1Cl (configuration not stated),-6%,i,15%,-3%,17%,
CN(C)c1ccnc(SCc2ccccc2Cl)c1C#N,1%,i,/,-10%,/,
O=C(NC(=S)NCc1ccc2c(c1)OCO2)c1ccccc1,-3%,0.1%,2%,-7%,57%,
COc1ccccc1N1CCN(/N=C/c2ccc(OC)c(OC)c2OC)CC1,2%,0.7%,4%,14%,14%,
COc1ccc(N=C2SCC(=O)N2CCc2ccc(OC)c(OC)c2)cc1,2%,1.2%,5%,-3%,9%,
COc1cccc(CCNC(=O)C2CCC(=O)N(C3CC3)C2)c1OC (configuration not stated),/,2.0%,/,-1%,/,
CC(C)Nc1nc(NC(C)C)nc(NS(=O)(=O)c2ccc(N)cc2)n1,-1%,3.5%,-22%,2%,2%,
O=C(C1CCCO1)N1CCN(C(=S)Nc2ccccc2F)CC1 (configuration not stated),-4%,0.6%,1%,0%,-25%,
Cc1ccc(NS(=O)(=O)c2cc(C(=O)NCc3ccccn3)ccc2Cl)cc1,3%,0.2%,-5%,-7%,22%,
CCc1cccc(C)c1NC(=O)CSc1nnc(Cc2csc(C)n2)o1,3%,0.4%,-2%,11%,2%,
CC(=O)N/N=C\c1cccc(OC/C=C/c2ccccc2)c1,1%,6.3%,-1%,19%,21%,
O=C(CSCC(=O)Nc1ccc2ccccc2c1)NCc1ccccc1,4%,1.3%,92%,-3%,25%,
O=C(Nc1ccc(F)cc1)c1cccnc1Oc1ccccc1,-4%,0.9%,7%,-2%,8%,
C=C(Cl)COC(=O)C1C2C=CC(C2)C1C(=O)O (configuration not stated),-2%,0.3%,6%,-15%,3%,
O=C1CCN(C(=O)CSc2ccc(Cl)cc2)N1,-10%,0.8%,7%,10%,20%,

# Screening data as filed in PubChem BioAssay.
